# ssDAF-12 act: activates DAF-12 receptor from parasite S. stercoralis | hit rate 1% among 370,000 | activation, % at 6.8 µM | AID 652126 | HEK293 ssDAF-12/GRIP1 lit1-tk-luc reporter, luminescence; % of 3 µM dafachronic acid response;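 active = activation above the mean over all tested compounds plus 3 SD, cut at about 0.9% in these data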;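 note: 0% = DMSO-only wells and 100% = 3 µM delta7-dafachronic acid wells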
# FXN GAA850 act: frataxin GAA850 promoter activation; HEK293 lucGAA850 FXN promoter luciferase reporter, 24 h; percent of 10 µM SAHA response; activation, % at 6 µM; hit rate 0.56% among 360,000;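 active = activation above the average of all compounds screened plus 3 SD, cutoff fixed separately per campaign, cut at about 7.5% in these data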;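 note: 0% = DMSO wells and 100% = 10 µM SAHA wells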
# PLC-beta3 inh: blocks human PLC-beta3 enzyme activity. inhibition, % at 12.2 µM. AID 720704. hit rate 0.18% among 370,000. Purified PLC-beta3, fluorogenic substrate, fluorescence. Q01970; in the data active = inhibition above about 11%;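 note: 0% = median of compound wells on plate and 100% = full blocker control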
# Target sequence (Q01970 whole entry, looked up): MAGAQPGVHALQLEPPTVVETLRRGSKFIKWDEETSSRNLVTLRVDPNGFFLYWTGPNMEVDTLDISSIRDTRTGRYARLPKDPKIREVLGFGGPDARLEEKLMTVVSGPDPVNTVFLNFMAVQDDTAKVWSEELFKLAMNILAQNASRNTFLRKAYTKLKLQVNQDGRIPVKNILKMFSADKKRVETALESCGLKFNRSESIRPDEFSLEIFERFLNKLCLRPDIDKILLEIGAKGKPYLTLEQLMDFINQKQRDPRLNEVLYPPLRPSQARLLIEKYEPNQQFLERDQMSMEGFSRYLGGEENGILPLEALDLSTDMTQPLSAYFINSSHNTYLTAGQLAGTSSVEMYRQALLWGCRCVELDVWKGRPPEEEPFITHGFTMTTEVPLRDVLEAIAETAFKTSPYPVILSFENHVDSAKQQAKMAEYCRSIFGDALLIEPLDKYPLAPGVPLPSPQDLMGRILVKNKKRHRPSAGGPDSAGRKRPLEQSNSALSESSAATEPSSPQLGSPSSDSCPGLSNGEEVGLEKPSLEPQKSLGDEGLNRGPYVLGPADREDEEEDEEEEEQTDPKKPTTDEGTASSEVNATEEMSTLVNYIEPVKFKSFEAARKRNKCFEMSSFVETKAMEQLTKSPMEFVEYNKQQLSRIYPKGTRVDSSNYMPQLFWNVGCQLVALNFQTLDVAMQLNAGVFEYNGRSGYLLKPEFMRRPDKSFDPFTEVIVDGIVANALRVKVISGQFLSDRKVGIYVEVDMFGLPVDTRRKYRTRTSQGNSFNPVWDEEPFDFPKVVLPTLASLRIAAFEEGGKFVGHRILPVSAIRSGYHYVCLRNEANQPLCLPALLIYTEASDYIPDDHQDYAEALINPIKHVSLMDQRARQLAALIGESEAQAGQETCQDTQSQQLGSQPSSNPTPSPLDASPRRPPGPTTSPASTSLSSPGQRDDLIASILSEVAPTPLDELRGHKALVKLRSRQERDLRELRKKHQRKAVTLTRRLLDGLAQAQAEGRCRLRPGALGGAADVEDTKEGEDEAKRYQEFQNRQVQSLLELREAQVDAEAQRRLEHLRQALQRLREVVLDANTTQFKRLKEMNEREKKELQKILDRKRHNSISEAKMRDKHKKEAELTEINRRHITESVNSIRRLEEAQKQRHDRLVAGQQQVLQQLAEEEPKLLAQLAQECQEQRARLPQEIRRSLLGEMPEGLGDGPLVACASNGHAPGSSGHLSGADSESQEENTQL
# PLCg1 inh: blocks human PLC-gamma1 enzyme activity. purified PLC-gamma1, fluorogenic substrate, fluorescence. inhibition, % at 12.2 µM. hit rate 0.84% among 370,000; in the data active = inhibition above about 9.5%
# ADAM10 inh: ADAM10 inhibition, QFRET primary screen; hit rate 0.62% among 370,000; AID 720582; O14672; recombinant ADAM10, EDANS/DABCYL FRET peptide cleavage, 3 h; inhibition, % at 7 µM;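 active = inhibition above a per-campaign cutoff equal to the mean of compounds falling between control-based bounds plus 3 SD, cut at about 20% in these data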;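 note: 0% = DMSO wells while the 100% control is not disclosed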
# hcDAF12 agonist: activators of H. contortus DAF-12 nuclear receptor | activation, % at 6.8 µM | HEK293 hcDAF-12 lit1-tk-luc reporter, luminescence; 0% DMSO, 100% Δ7-dafachronic acid | hit rate 1.4% among 370,000;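 active = activation above the mean of all tested compounds plus 3 SD, cut at about 5.5% in these data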;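 note: 100% = response to 3 µM Δ7-dafachronic acid high control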
# DAX1 inh-1: NR0B1 (DAX1) inhibition; inhibition, % at 6.75 µM; hit rate 0.99% among 340,000; HEK293 Gal4-DAX1 luciferase reporter, luminescence; P51843; AID 504766;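 active = inhibition above the mean over all tested compounds plus 3 SD, cut at about 4.2% in these data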;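 note: 0% = DAX1-transfected cells with DMSO and 100% = empty-vector control cells with DMSO; inhibition shows as a rise in luminescence from relieved DAX1 repression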
# hgDAF-12 ag: activates the H. glycines DAF-12 receptor ligand-binding domain | hit rate 1.8% among 370,000 | AID 687014 | activation, % at 6.8 µM | HEK293 GAL4-hgDAF12 UAS-luciferase reporter, agonist luminescence; normalized to butyrate control;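 active = activation above a cutoff set at the mean of all screened compounds plus 3 SD, cut at about 10% in these data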;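 note: 0% = DMSO wells and 100% = sodium butyrate wells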
# ADAM17 inh: ADAM17 inhibition, QFRET primary screen. inhibition, % at 6.95 µM. recombinant ADAM17, EDANS/DABCYL FRET peptide cleavage. P78536. AID 720648. hit rate 0.83% among 370,000;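 active = inhibition above the mean of compounds lying between control limits plus 3 SD, set per campaign, cut at about 8.5% in these data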;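 note: 0% = DMSO-only wells as the low control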
# DAX1 inh-2: blocks DAX1 repression of SF-1 activated StAR promoter; HEK293T StAR-luciferase reporter, SF-1/DAX-1 repression relief; inhibition, % at 6.8 µM; hit rate 1.1% among 370,000; AID 652010;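 active = inhibition above the mean over all tested compounds plus 3 SD, cut at about 3.6% in these data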;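 note: 0% = DAX-1 cells with DMSO and 100% = cells lacking DAX-1 with DMSO; higher inhibition means more luminescence from relief of DAX-1 repression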
# HGIII-sPLA2 inh: Blocks human group III sPLA2 activity | AID 743126 | inhibition, % at 12.2 µM | hit rate 0.56% among 370,000 | QFRET BODIPY PC-A2 liposome hydrolysis, fluorescence | Q9NZ20;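 active = inhibition above mean plus 3 SD of compounds lying within the high and low control bounds, cut at about 19% in these data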;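 note: 0% = median of test compound wells and 100% = no enzyme DMSO wells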
# Numbers without * were called inactive; x = no result given.
SMILES,ssDAF-12 act,FXN GAA850 act,PLC-beta3 inh,PLCg1 inh,ADAM10 inh,hcDAF12 agonist,DAX1 inh-1,hgDAF-12 ag,ADAM17 inh,DAX1 inh-2,HGIII-sPLA2 inh
CC(=O)N1c2ccc(S(=O)(=O)NCC3CCC(C(=O)N4CCC(C)CC4)CC3)cc2CC1C (stereo not given),-1.5,0.9,-4,0,-4,-0.3,-0.5,-2.5,-4,-3.3,-6
COC(=O)c1ccc(COc2ccccc2/C=C(\C#N)C(=O)NC(C)C)cc1,-0.9,1.4,-3,-1,-3,-0.6,0.1,-1.5,-3,-0.1,14
COc1ccc(C(C)N2CC34C=CC(O3)C(C(=O)O)C4C2=O)cc1 (stereo not given),-1.5,1.4,4,2,1,-1.1,-1.1,0.3,-1,0.0,2
COCC(=O)NC1CCN(S(=O)(=O)c2ccc(C(=O)O)cc2)CC1,-1.6,-1.6,0,-3,0,-1.1,0.9,-0.3,-6,0.0,8
CC(=O)CC[C@H]1CC[C@]2(CCCN(S(C)(=O)=O)C2)O1,-1.1,x,2,5,-21,0.1,x,4.0,-5,0.0,18
Cc1cc(C)c(C#N)c(SCC(=O)Nc2ccc3c(c2)OCO3)n1,-1.0,2.3,2,-4,0,0.3,-0.6,4.5,1,0.6,-3
Cc1ccccc1C(=O)NC1CCSC1=O (stereo not given),-1.3,-2.1,-6,-1,2,1.2,-0.3,-2.3,-4,0.1,-1
CCc1ccccc1NC(=O)Cn1nnc(-c2cccs2)n1,-1.4,1.0,0,-2,4,0.6,-0.7,-0.9,-2,0.1,3
O=C(O)C1CCCCC1C(=O)NCc1ccncc1 (stereo not given),-0.9,-2.5,4,1,0,1.9,0.5,-0.5,0,0.0,-2
CC(=O)Nc1ccc(NS(=O)(=O)c2ccccc2)c2ccccc12,-1.1,-2.4,8,3,-5,-1.1,0.3,-1.6,-1,-0.1,2
CCCn1c(=O)c2c(c3ccccc31)OCC(=O)N2,-0.8,1.6,3,6,-7,1.4,0.8,-0.2,2,-0.4,13
COc1cccc(N2CCN(CC(=O)Nc3ccc(-n4cnnn4)cc3)CC2)c1,-0.7,-0.5,-6,-2,-2,1.4,-1.8,2.2,-4,-1.3,5
CC1=C/C(=C(/c2cc(C)c(O)c(Br)c2)c2ccccc2S(=O)(=O)O)C=C(Br)C1=O,-1.4,0.8,0,3,0,-2.0,0.7,-2.6,0,-0.2,-13
N#Cc1c(NC(NC(=O)c2ccco2)C(=O)c2ccccc2)sc2c1CCCC2 (stereo not given),-1.0,0.2,-35,-35,4,-0.3,1.1,2.2,-1,0.3,-10
O=C(CCc1nc2ccccc2c(=O)[nH]1)OCC(=O)c1ccc(C2CCCCC2)cc1,-0.4,1.6,0,-1,1,1.2,0.2,0.3,2,0.1,-3
CC(C)c1cccc(C(C)C)c1NC(=O)CCl,-1.7,-0.6,-3,2,-4,-1.9,-2.6,-1.1,-7,-1.3,9
C=CCn1c(SCC(=O)Nc2ccc(C)cc2C)nnc1-c1cccnc1,-1.1,2.7,3,3,-4,0.6,-1.0,0.3,3,0.1,-2
COc1ccc(N2CCN(C(=O)CCNS(=O)(=O)c3ccc4c(c3)CCC(=O)N4)CC2)cc1,-1.1,1.3,2,-1,1,-0.5,2.1,-0.3,0,0.4,-2
CCOC(=O)C1=C(C)n2c(s/c(=C3\C(=O)Nc4ccccc43)c2=O)=NC1c1ccc(OC)cc1 (stereo not given),-0.1,0.8,1,1,19,3.5,-0.7,-3.1,9,-0.5,10
Cn1nc(C(F)(F)F)c(/C=N/OC(=O)c2ccccc2)c1Sc1ccc(Cl)cc1,-0.2,-0.4,1,1,-1,-0.5,0.2,2.7,-7,0.1,10
O=C(NCC1CCCO1)c1ccc(NC(=O)C2CCCCC2C(=O)O)cc1 (stereo not given),-0.8,0.8,2,-1,-1,-1.5,1.0,-0.3,-4,-0.4,-5
CC1CCN(CC(O)COC2CCC(C(C)(C)C)CC2)CC1 (stereo not given),-0.1,-0.1,5,4,5,0.1,1.8,-0.8,-1,-0.2,7
Cc1ccc(S(=O)(=O)N(C)c2ccc(C(=O)N3CCc4ccccc4C3)cc2)cc1,-1.2,2.3,-8,-1,-3,-1.0,0.6,1.5,1,-0.4,-10
CC1CCN(c2ccc3c(c2)S(=O)(=O)c2cccc(C(=O)NCc4cccc(F)c4)c2C3=O)CC1,-1.1,-1.0,-46,-27,4,-1.1,-0.2,0.5,-1,-0.6,-2
CCN(CC)C(=O)Sc1cccc2cccnc12,-1.1,0.6,-3,-4,-17,-1.4,-0.3,0.3,-8,0.1,-4
C/C=C/c1ccc(OCCCCOc2ccccc2F)c(OC)c1,-1.3,1.2,-3,0,-4,-4.4,0.5,-1.0,-2,0.0,1
FC(F)(F)c1cnc(Oc2ccccc2-c2nnc(-c3ccc(Cl)cc3)o2)c(Cl)c1,-1.0,2.5,0,12*,-3,-2.0,2.7,1.5,1,-0.4,-2
NC(N)=Nc1ccc(C=C2C=Cc3ccccc32)cc1,-1.0,-0.7,3,7,6,1.0,0.8,0.1,0,-1.3,8
CCn1c(SC(C)C(=O)Nc2ccc(N3CCOCC3)cc2)nnc1C1CC1 (stereo not given),-0.8,1.2,-2,3,-13,0.2,1.0,0.8,-1,0.4,12
Cc1ccc(NC(=O)CSCC(=O)N(CCC(C)C)c2c(N)n(Cc3ccccc3)c(=O)[nH]c2=O)cc1,-0.4,-0.7,-5,-3,-4,3.3,1.5,-0.7,-2,1.9,-2
COc1ccc(C(=O)CCc2nc3ccccc3s2)cc1,-1.1,-1.1,5,5,9,4.0,0.6,-0.7,3,0.5,-2
O=C(Cc1ccccc1)N/N=C/c1cccc([N+](=O)[O-])c1,-1.3,4.3,2,0,4,-1.0,0.4,1.1,-2,-0.7,-2
COc1cc(CNC(C)(C)C)ccc1OCC(=O)NC(C)(C)C,-1.3,-1.1,-4,1,5,0.5,-0.3,-3.2,0,1.4,3
O=S(=O)(NC1CCCCC1)c1cccs1,-0.9,1.5,-5,4,5,-1.1,0.6,3.3,-3,0.1,13
CC(=O)c1cnc(SCCN2C(=O)c3ccccc3C2=O)nc1C,-1.0,1.8,5,2,2,0.0,0.6,1.9,3,0.6,1
CC(C)Oc1ccccc1/C=N/Nc1ccccc1[N+](=O)[O-],-0.7,1.9,2,0,0,4.0,-0.7,3.3,-3,-0.9,4
COc1ccc(CCNc2nc(-c3sc(N)nc3C)cs2)cc1OC,-1.1,1.1,-15,-11,-14,-0.5,-1.1,-2.5,1,-0.4,5
CC(C)(C)c1ccc(C(=O)NCC(=O)NCC(C)(C)N2CCOCC2)cc1,-0.9,0.6,-7,4,-2,-0.5,0.1,0.2,-4,0.3,9
Cc1ccc(NC(=O)C2CCN(S(=O)(=O)c3ccc4[nH]c(=O)ccc4c3)CC2)c(C)c1,-0.4,-0.4,2,4,-9,-1.8,1.9,0.6,1,1.0,1
Cc1ccc(NC2=NC3(CCCC3)N=C(N)N2)c(C)c1,-0.9,-1.2,-3,6,12,-1.5,0.6,-0.1,-3,-0.3,1
CCOC(=O)c1ccc(NC(=O)c2ccc[n+]([O-])c2)cc1,-1.5,2.2,0,4,7,-0.5,-0.1,0.2,-1,0.2,3
O=C(CSc1nc(C2CC2)nc2ccccc12)N1c2ccccc2Sc2ccc(C(F)(F)F)cc21,-1.9,5.4,-1,1,-3,-2.3,0.6,0.3,-1,-0.4,6
CN1C(=O)CSC1=Nc1cccc(C(=O)O)c1,-0.9,1.4,-6,-2,-8,-1.1,1.3,-1.0,-3,1.0,-3
COc1cccc(/C=N/NC(=O)CSCC(=O)Nc2ccccc2)c1O,-1.6,-3.0,-33,-20,-17,-1.8,-0.2,-7.5,-6,-1.4,-21
COC(=O)CC1C(=O)NCCN1C(=S)Nc1cccc(C)c1 (stereo not given),-1.1,-0.9,3,5,0,0.3,-0.6,0.8,1,-0.7,-1
Cc1ccc(N(C(=O)CNC(=O)c2ccco2)C(C(=O)NC2CCCCC2)c2cccnc2)cc1 (stereo not given),-0.6,-0.6,-7,-3,-4,1.6,-0.7,0.0,-2,0.0,-3
N#CCCN1CCN(C(=S)c2ccc(-c3cc(Cl)ccc3Cl)o2)CC1,-2.1,0.0,1,4,0,-0.6,-2.5,-1.2,1,-0.2,-9
CC(Sc1nnc(-c2cccs2)n1C1CC1)C(=O)NCC1CCCO1 (stereo not given),-1.4,-0.2,-2,0,-11,0.9,-0.1,-1.2,-4,-1.2,6
CCN(CC)c1ccc(S(=O)(=O)N2CCOCC2)cc1NC(=O)COC(=O)/C=C/c1ccc(O)c(OC)c1,-1.0,0.6,-122,-93,-37,-0.6,0.2,2.7,-9,-0.6,-28
COC(=O)c1ccccc1Sc1ncnc2onc(C)c12,-0.6,-2.1,2,0,0,0.4,0.2,1.4,0,0.1,-2
O=C(CN(CCc1ccccc1)C(=O)CNS(=O)(=O)c1ccc(F)cc1)NCc1ccco1,-1.5,-0.5,5,0,11,-0.5,0.8,-1.8,-4,-0.4,-9
O=S(=O)(c1cccs1)N1CCC2(CC1)OCCN2S(=O)(=O)c1ccccc1,-1.2,0.6,-8,2,-7,-0.1,-1.6,1.0,-2,-0.3,7
COc1ccc(-c2nn(-c3ccccc3)cc2CO)cc1,-1.2,3.4,0,-2,3,0.3,2.7,2.0,-1,1.1,-6

# At a glance, part of the list above:
SMILES,ssDAF-12 act,FXN GAA850 act,PLC-beta3 inh,PLCg1 inh,ADAM10 inh,hcDAF12 agonist,DAX1 inh-1,hgDAF-12 ag,ADAM17 inh,DAX1 inh-2,HGIII-sPLA2 inh
CC(Sc1nnc(-c2cccs2)n1C1CC1)C(=O)NCC1CCCO1 (stereo not given),-1.4,-0.2,-2,0,-11,0.9,-0.1,-1.2,-4,-1.2,6
CCN(CC)c1ccc(S(=O)(=O)N2CCOCC2)cc1NC(=O)COC(=O)/C=C/c1ccc(O)c(OC)c1,-1.0,0.6,-122,-93,-37,-0.6,0.2,2.7,-9,-0.6,-28
COC(=O)c1ccccc1Sc1ncnc2onc(C)c12,-0.6,-2.1,2,0,0,0.4,0.2,1.4,0,0.1,-2
O=C(CN(CCc1ccccc1)C(=O)CNS(=O)(=O)c1ccc(F)cc1)NCc1ccco1,-1.5,-0.5,5,0,11,-0.5,0.8,-1.8,-4,-0.4,-9
O=S(=O)(c1cccs1)N1CCC2(CC1)OCCN2S(=O)(=O)c1ccccc1,-1.2,0.6,-8,2,-7,-0.1,-1.6,1.0,-2,-0.3,7
COc1ccc(-c2nn(-c3ccccc3)cc2CO)cc1,-1.2,3.4,0,-2,3,0.3,2.7,2.0,-1,1.1,-6

# Source: PubChem BioAssay
